# MPTP inh = inhibitors of mitochondrial permeability transition pore; AID 602449; inhibition, % at 10 µM; isolated mouse mitochondria, Ca2+ swelling absorbance, 30 min; 360,000 compounds, 1.4% hits;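 active = inhibition of 50% or more, scaled per plate between neutral and stimulator controls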;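 also: 0% = DMSO wells given calcium and 100% = 1 mM EGTA wells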
# GRIN3A LBD mod = modulators (binders) of human NR3A ligand-binding domain; NR3A LBD differential scanning fluorimetry, Tm shift; 0% = protein alone, 100% = glycine-bound protein; Tm shift relative to glycine control, % at 25 µM; 340,000 compounds, 2.5% hits;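 active = melting temperature shift of at least 10% of the positive control shift, at one fixed dose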
# SENP8 inh = blocks human SENP8 cleavage of Nedd8 substrate. inhibition, % at 20 µM. Q96LD8. 360,000 compounds, 0.64% hits. recombinant SENP8, Nedd8 substrate fluorescence; in the data active = inhibition mostly above about 40%, no sharp cut-off; inactive = mostly below about 27%
# Target sequence (Q96LD8 whole entry, looked up): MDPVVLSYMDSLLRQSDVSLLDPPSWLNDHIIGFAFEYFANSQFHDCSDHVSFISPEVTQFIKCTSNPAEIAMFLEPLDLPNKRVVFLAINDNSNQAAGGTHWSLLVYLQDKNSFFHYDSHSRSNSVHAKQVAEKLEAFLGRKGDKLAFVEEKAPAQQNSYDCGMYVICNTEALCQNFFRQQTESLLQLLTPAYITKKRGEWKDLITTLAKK
# ATG4B inhibitor = inhibitors of human ATG4B cysteine protease | ATG4B cleavage of LC3-PLA2, NBD-HPC fluorescence, 1 h | 340,000 compounds, 0.51% hits | inhibition, % at 8.33 µM | AID 504462 | Q9Y4P1; in the data active = inhibition above about 40%
# Target sequence (Q9Y4P1 whole entry, looked up): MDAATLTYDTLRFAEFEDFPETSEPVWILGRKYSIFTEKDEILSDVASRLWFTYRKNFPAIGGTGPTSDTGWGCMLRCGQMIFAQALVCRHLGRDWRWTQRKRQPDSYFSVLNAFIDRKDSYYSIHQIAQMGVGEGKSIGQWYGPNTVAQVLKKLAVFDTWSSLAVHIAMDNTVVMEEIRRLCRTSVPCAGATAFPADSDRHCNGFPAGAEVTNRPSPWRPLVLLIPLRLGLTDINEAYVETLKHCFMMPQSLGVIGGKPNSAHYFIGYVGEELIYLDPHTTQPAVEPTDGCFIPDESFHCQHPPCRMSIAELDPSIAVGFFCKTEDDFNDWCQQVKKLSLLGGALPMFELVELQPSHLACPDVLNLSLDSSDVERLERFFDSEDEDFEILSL
# SENP6 block = inhibitors of human SENP6 protease | Q9GZR1 | Recombinant SENP6 catalytic domain, aminoluciferin luminescence | inhibition, % at 10 µM | 330,000 compounds, 1.8% hits | AID 2599;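 active = inhibition above about 50% at the single tested dose, limit read from the data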;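 also: plate controls were DMSO wells with enzyme for no effect and DMSO wells lacking enzyme for full effect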
# Target sequence (Q9GZR1 628-1112 limits assumed): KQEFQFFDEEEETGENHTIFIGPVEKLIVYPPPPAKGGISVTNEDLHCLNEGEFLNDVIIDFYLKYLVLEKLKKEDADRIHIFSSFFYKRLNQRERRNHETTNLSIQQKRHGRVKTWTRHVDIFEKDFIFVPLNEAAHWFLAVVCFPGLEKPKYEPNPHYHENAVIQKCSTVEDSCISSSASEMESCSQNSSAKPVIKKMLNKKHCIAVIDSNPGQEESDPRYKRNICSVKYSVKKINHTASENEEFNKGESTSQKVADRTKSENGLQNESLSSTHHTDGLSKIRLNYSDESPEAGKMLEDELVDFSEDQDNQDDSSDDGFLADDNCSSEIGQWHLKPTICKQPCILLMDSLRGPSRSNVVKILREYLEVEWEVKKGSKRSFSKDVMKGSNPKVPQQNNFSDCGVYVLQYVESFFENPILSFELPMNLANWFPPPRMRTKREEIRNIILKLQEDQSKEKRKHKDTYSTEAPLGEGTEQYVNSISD
# HKDC1 inhibitor = inhibitors of human hexokinase HKDC1; Q2TB90; recombinant HKDC1, G6PDH/diaphorase resazurin coupled fluorescence; inhibition, % at 20 µM; 340,000 compounds, 0.16% hits;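 active = inhibition above about 35% when tested at 20 µM, limit read from the data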;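 also: plate controls were DMSO wells with enzyme for no effect and DMSO wells lacking enzyme for full effect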
#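 Material – in-house recombinant HK5 (HKDC1) enzyme · Quantity – HKDC1 at 5 µg/mL · Buffer or medium – pH 8.0 Tris buffer with 10 mM MgCl2 · Reagent – glucose with 1 mM ATP · Dosing – single 20 µM dose · Times – reaction time 90 min, room temperature, protected from light · Technique – resorufin fluorescence at 613 nm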
# PfGluPho inh = PfG6PD (Plasmodium falciparum) enzyme inhibition | PfGluPho enzyme, NADPH resazurin-diaphorase fluorescence | inhibition, % at 20 µM | 350,000 compounds, 0.78% hits | AID 504690;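 active = inhibition reaching at least a set limit at 20 µM in the primary screen, cut at about 59% in these data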;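 also: 0% = DMSO wells with substrate and 100% = DMSO wells lacking glucose-6-phosphate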
# SENP7 block = blocks the human protease SENP7; 330,000 compounds, 1.5% hits; recombinant SENP7, Z-RLRGG-aminoluciferin luminescence, 40 min; inhibition, % at 5 µM; AID 434973; Q9BQF6;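 active = inhibition above about 50% at the single test dose, limit read from the data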;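 also: plate controls were DMSO with enzyme for no effect and no enzyme buffer wells for full effect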
# Active calls of the source: *; i = inactive; x = no result given.
SMILES,MPTP inh,GRIN3A LBD mod,SENP8 inh,ATG4B inhibitor,SENP6 block,HKDC1 inhibitor,PfGluPho inh,SENP7 block
CCCCCOC(=O)C1[C@H]2C(=O)N(CCCOC)C[C@]23C=C[C@H]1O3 (stereo partly specified),x,1,x,-3,-5,-12,-24,4
CCCC1(CCC)NC(=O)N(CC(=O)c2cc(C)n(-c3ccc4c(c3)OCO4)c2C)C1=O,3.1,-2,12,-5,-17,3,7,-7
O=C(NN1C(=O)/C(=C\c2ccc(O)c([N+](=O)[O-])c2)SC1=S)c1ccccc1Cl,9.5,1,68*,8,-11,9,0,2
CCNC(=O)C(=O)Nc1cc2c3c(c1)CCC(=O)N3CCC2,2.3,0,7,-2,1,-6,10,1
O=C(O)c1ccc(COc2ccccc2Cl)cc1,-0.9,13*,2,-5,72*,-4,-29,31
Cc1ccccc1CNC(=O)C1CCC(=O)N(C2CC2)C1 (stereo unspecified),-0.6,0,3,-5,-7,3,2,-12
CC1CCN(CCCCOc2ccc(C(C)(C)C)cc2)CC1,54*,-1,12,-2,10,0,-8,4
NC(=O)c1ccc(NC(=O)c2cc(S(=O)(=O)N3CCCCC3)ccc2N2CCOCC2)cc1,-0.2,5,-21,-3,4,-4,-7,2
COc1ccc(NC(=O)C(c2ccccn2)N(C(C)=O)c2ccc(C)cc2)cc1 (stereo unspecified),-0.1,-2,20,0,5,-9,5,3
CCN(CC)S(=O)(=O)c1ccc(Cl)c(NC(=O)COc2ccc3c(C)cc(=O)oc3c2)c1,0.0,2,-17,10,14,-6,-13,21
Nc1ccc(-c2ccc(N)cc2C(F)(F)F)c(C(F)(F)F)c1,1.6,2,7,2,-11,2,17,14
CC1CCC2(CC1)NC(=O)N(CC(=O)c1cccn1C)C2=O (stereo unspecified),-1.8,0,23,-7,-9,-3,-3,3
CCC(C(=O)Nc1nccs1)(C(F)(F)F)C(F)(F)F,-1.6,1,8,2,-2,-2,3,-8
CC(C)(C)S(=O)(=O)c1ccc2nc3c(n2c1)CCCC3,-1.9,5,i,-5,-11,1,-12,-4
CCn1c(SCC(=O)N(C)C2CCS(=O)(=O)C2)nnc1-c1ccccc1 (stereo unspecified),-3.4,1,17,4,-1,-6,8,-1
Cc1ccc(C(CNS(=O)(=O)c2ccc(C)cc2)N2CCN(C)CC2)cc1 (stereo unspecified),-2.0,1,12,-14,5,-5,-10,7
CCOC(=O)/C(=C\c1ccc(N2CCC(c3ccccc3)=N2)cc1)C(C)=O,-0.1,-9,-493,-1,x,21,14,x
COc1ccccc1NCCC(=O)OCC(=O)Nc1ccc(Cl)cn1,-1.3,0,24,0,-1,2,3,-3
COc1ccccc1CNC(=O)c1nn(C)c2c1CS(=O)(=O)c1ccccc1-2,-1.6,18*,11,-3,11,-3,-5,8
CC(=O)NC1=NN(C(C)=O)C(C)(c2cccs2)S1 (stereo unspecified),-1.7,1,19,-10,1,-2,4,10
O=C(CCc1nc(-c2ccccn2)no1)NCc1ccc2c(c1)OCO2,-0.2,0,6,-5,-34,-2,4,0
O=C(N/N=C/c1ccc(O)c([N+](=O)[O-])c1)C(O)(c1ccccc1)c1ccccc1,-0.7,-1,18,5,-8,-3,-6,7
NS(=O)(=O)c1ccc(CCNC(=O)Cc2ccc(S(=O)(=O)N3CCCC3)s2)cc1,0.5,-1,-2,-3,-11,1,1,-7
CC(C)(C)NS(=O)(=O)c1ccc(NC(=O)C2CC(=O)N(CCc3ccc(F)cc3)C2)cc1 (stereo unspecified),-1.6,-2,9,-7,-46,-6,43,-6
COc1ccc(CNC(=O)c2ccc(Cl)c(S(=O)(=O)N3CCOCC3)c2)cc1OC,4.3,-1,3,-5,-1,-6,-4,-2
SMILES,MPTP inh,GRIN3A LBD mod,SENP8 inh,ATG4B inhibitor,SENP6 block,HKDC1 inhibitor,PfGluPho inh,SENP7 block
COc1cc(CCC(=O)NNC(=O)c2ccc(C)cc2)cc(OC)c1OC,-1.3,-3,14,-2,-23,1,-20,-8
Cc1ccc(-c2csc3nc[nH]c(=S)c23)cc1,3.4,-3,10,-7,-6,2,11,2
COc1cc(OC)cc(-c2c(-c3ccc(F)cc3)c3cc(-c4ccc(OC)nc4)ccc3n2C)c1,0.3,-1,-496,7,8,-2,-4,2
O=C(/C=C/c1ccc(Cl)cc1)NC1CCS(=O)(=O)C1 (stereo unspecified),-1.2,0,3,-5,-2,-11,-11,-7
CC(C)(C)[C@@H]1C=C(C(=O)NC2CC2)O[C@H](OCc2ccc(CO)cc2)C1,-1.7,2,10,-7,-2,-4,8,-10
COc1ccc(CCNC(C)C(=O)Nc2ccc(S(N)(=O)=O)cc2)cc1 (stereo unspecified),-0.5,0,2,-12,0,-2,-9,2
O=C(COC(=O)c1cncc(Br)c1)Nc1nnc(-c2ccccc2)o1,0.6,0,-11,-12,4,-2,8,3
COc1ccc(NC(=O)COc2cccc3c2OC(C)(C)C3)c(OC)c1,0.2,-3,19,3,-3,-9,-8,-2
COc1ccc(-c2nc(NCCCN(C)C)c3ccccc3n2)cc1,-1.0,3,-344,2,8,-6,-2,1
CCCc1nnc(NC(=O)C2CCCO2)s1 (stereo unspecified),-2.5,-3,17,0,10,0,-13,5
COc1ccc(NC(=O)/C(=C\c2ccncc2)NC(=O)c2ccccc2)cc1,-0.3,-3,16,-13,-11,-8,7,11
O=C(COC(=O)c1ncc(Cl)c(Cl)c1Cl)NNC(=O)c1ccccc1,-0.3,-2,17,3,-1,0,-14,6
CCCNc1nc2c(c(=O)n(C)c(=O)n2C)n1CCc1ccccc1,-1.1,-1,10,19,-3,3,-3,1
Cc1ccc(-c2csc(N3CCN(c4ccc5nc(-c6ccncc6)n(CCN6CCCCC6)c5c4)CC3)n2)cc1,1.4,1,i,-9,-15,7,21,10
CC(C)N(C(=O)C(=O)c1cccn1-c1ccccc1C#N)C(C)C,0.3,3,9,-7,1,4,-18,9
CN(Cc1ccccc1)C(=O)COC(=O)c1ccc(=O)n(Cc2ccccc2)n1,0.6,3,6,-11,-4,-4,10,-1
Cc1cc(C)n2nc(C(=O)NCc3ccccc3)cc2n1,-2.6,2,-201,-6,1,7,35,-3
Cc1ccc(NC(=O)CC2NCCNC2=O)cc1 (stereo unspecified),2.0,-2,20,-12,-7,-7,-7,1
CN1CCN(NC(=S)Nc2ccccc2)CC1,-0.4,-2,7,14,-15,11,-1,4
Cc1ccccc1NC(=O)c1ccc(Nc2c([N+](=O)[O-])cc([N+](=O)[O-])c3ccccc23)cc1,26,2,21,10,-14,7,-16,-3
O=C(NCc1ccccn1)C(=O)NN=C1CCCCCCC1,-1.3,2,7,-2,-5,-5,-17,2
CC(/C=C/c1ccco1)=N\NC(=O)CNc1ccc2ccccc2c1,2.4,-2,-45,-12,5,13,40,4
COc1cccc(/C=N/n2c(-c3ccco3)nc3ccccc3c2=O)c1OC,1.0,-1,12,-14,-3,-8,4,9
S=C1NCCOCCOCCOCCOCCN1,0.4,-6,8,-11,1,-8,0,7
O=c1c2c(-c3ccccc3)csc2ncn1/N=C/c1cccc([N+](=O)[O-])c1O,3.5,-7,33,-2,14,-4,-14,0
SMILES,MPTP inh,GRIN3A LBD mod,SENP8 inh,ATG4B inhibitor,SENP6 block,HKDC1 inhibitor,PfGluPho inh,SENP7 block
CC(C)(C)Cc1nc2ccccc2n1CCc1ccccc1,-1.4,0,4,4,-8,4,-15,0
Cc1ccc(S(=O)(=O)Nc2cccc3c2CCCC3)cc1,0.0,-4,14,2,-9,2,14,-12
Cc1cc(NC(=O)C2CCN(S(=O)(=O)Cc3ccccc3)CC2)ccc1-n1cnnn1,-2.9,1,29,-18,-1,-2,15,2
CCCOC(=O)c1ccc(Cl)c(NC(=O)c2ccc(-c3ccccc3)cc2)c1,0.9,4,3,-12,-7,-9,2,0
Cc1ccc(/C=[N+](\[O-])c2ccc(N(C)C)cc2)c2nsnc12,0.8,-3,26,0,6,2,64*,5
CN(C)S(=O)(=O)c1ccc(C(=O)N2CCCC2c2nc3ccccc3s2)cc1 (stereo unspecified),1.5,0,25,0,7,6,-16,-9
NC(=O)c1ccccc1N/C=C/C(=O)c1ccc(Cl)cc1Cl,-1.1,-6,-476,13,x,-1,9,x
Cc1oc(-c2ccccc2Cl)nc1CSCC(=O)NC1CCCC1,1.2,-1,16,-14,0,-5,-17,6
Cc1onc(-c2c(Cl)cccc2Cl)c1C(=O)ONC(=O)c1ccccc1,9.3,1,12,-2,-19,-2,-8,-1
COc1ccc2cc(CN(CCCN3CCOCC3)Cc3nnnn3C3CCCCC3)c(=O)[nH]c2c1,-1.5,-16,-114,-4,8,-8,26,4
CCOc1ccc(S(=O)(=O)N(CC)CC(=O)NCc2cccnc2)cc1C,-0.4,-1,11,-10,-20,-4,1,-4
COc1cccc(-c2cc(C(=O)N3CCCCCC3)no2)c1,-1.0,-1,13,8,67*,1,-3,45
O=[N+]([O-])c1cccc(C2CC(c3ccccc3)=NN2c2ccccc2)c1 (stereo unspecified),0.7,0,-108,-9,4,3,4,-2
Cc1ccc(S(=O)(=O)N[C@H](C(=O)N2CCC(C(=O)N[C@@H](CCC(N)=O)C(=O)O)CC2)C(C)C)cc1,-1.5,1,14,-7,-17,2,-7,-12
O=C(O)CCSc1nc2ccccc2s1,-0.7,0,7,2,-3,11,-17,-18
CN(C)c1ccc(C(C(=O)NCC2CCCO2)N(C(=O)c2snc(C(N)=O)c2N)c2ccccc2)cc1 (stereo unspecified),0.4,-2,-101,4,10,0,3,0
COc1cc(/C=N/NC(=O)CCN2CCN(C(c3ccccc3)c3ccccc3)CC2)ccc1O,-0.9,-27,-17,-3,-2,-5,14,2
COc1cc(C2C(C#N)=C(N)N(N(C)C)C3=C2C(=O)CCC3)ccc1O (stereo unspecified),0.7,0,20,-2,x,8,7,x
c1ccc(-n2ncc3c(NCC4CCCO4)ncnc32)cc1 (stereo unspecified),-1.4,2,17,-7,-2,-2,5,3
O=C(CNS(=O)(=O)c1ccc(Br)cc1)NC1CCCC1,1.3,-1,-4,2,5,7,-15,3
CCC(C)NC(=O)c1ccc(CSc2nc3ccncc3n2Cc2ccc(F)cc2)cc1 (stereo unspecified),-0.6,2,7,-2,1,3,5,10
Cc1cccc(N2CC(C(=O)Nc3nnc(SCc4cccnc4)s3)CC2=O)c1 (stereo unspecified),-0.7,-2,-5,-7,-7,1,3,-2
COc1ccc(Cn2nnc(C(=O)Nc3ccc4c(c3)OCCO4)c2N)cc1Br,2.0,1,5,4,-21,1,-20,-24
Oc1cnc2ccccc2c1CN1CCOCC1,-1.1,0,-478,10,-13,-5,2,-6
CNc1ccccc1C(=O)OCC(=O)c1ccc(F)cc1,-1.1,0,-32,13,32,-8,1,4
CCc1ccc(Nc2nnc(SCC(=O)Nc3sccc3C(N)=O)s2)cc1,1.2,10*,19,-11,-7,6,67*,-7
COc1ccc(/C=C(/NC(=O)c2ccc(C)cc2)c2nc3ccccc3[nH]2)cc1OC,3.3,-3,-468,0,-10,6,-4,12

# A second format for 4 compounds above.
# The line under a structure holds: MPTP inh | GRIN3A LBD mod | SENP8 inh | ATG4B inhibitor | SENP6 block | HKDC1 inhibitor | PfGluPho inh | SENP7 block
Cc1ccc(S(=O)(=O)N[C@H](C(=O)N2CCC(C(=O)N[C@@H](CCC(N)=O)C(=O)O)CC2)C(C)C)cc1
→ -1.5 | 1 | 14 | -7 | -17 | 2 | -7 | -12
COc1cccc(-c2cc(C(=O)N3CCCCCC3)no2)c1
→ -1.0 | -1 | 13 | 8 | 67* | 1 | -3 | 45
Cc1oc(-c2ccccc2Cl)nc1CSCC(=O)NC1CCCC1
→ 1.2 | -1 | 16 | -14 | 0 | -5 | -17 | 6
Cc1onc(-c2c(Cl)cccc2Cl)c1C(=O)ONC(=O)c1ccccc1
→ 9.3 | 1 | 12 | -2 | -19 | -2 | -8 | -1

# Compound activity as filed in PubChem.

# No enrichment for hits; any-hit rate near 6.9%.
